# Screening data as filed in PubChem BioAssay.
# Growth percent in the NCI-60 one-dose screen (48 h, 10 µM unless noted): 100 = growth as untreated, 0 = no growth, -100 = all killed.
# NCI-H226: NCI-H226 lung cancer | AID 1794732 | actives 3.5% (n = 79,000)
# NCI-H460: NCI-H460 lung cancer | actives 6.8% (n = 82,000) | AID 1794736
# A498: A498 renal cancer cells; actives 5.4% (n = 76,000)
# COLO 205: COLO 205 colon cancer | actives 7.3% (n = 79,000)
# HT29: HT29 colon cancer | actives 7.4% (n = 81,000)
# NCI-H322M: NCI-H322M lung cancer; actives 2.7% (n = 80,000); AID 1794733
# RXF 393: RXF 393 renal cancer cells. actives 6.9% (n = 77,000). AID 1794773
# NCI-H23: NCI-H23 lung cancer | actives 4% (n = 80,000) | AID 1794731
# NCI-H522: NCI-H522 lung cancer; actives 8% (n = 78,000)
# Numbers without * were called inactive; nt = not tested or not shown; & = joins results of further samples; [ ] = remark or other dose. The calls were made as follows: active = growth percent below 10; inactive = the rest.
no.	canonical_smiles	NCI-H226	NCI-H460	A498	COLO 205	HT29
1	COc1ccc(OC)c(-c2cc(-c3ccc(Cl)cc3)c(C#N)c(SCC(=O)c3ccccc3)n2)c1	75	90	75	98	88
2	N[C@@H]1CCCN(c2c(/C=C3\SC(=O)NC3=O)cccc2-c2ccccc2)C1	59	76	75	45	55
3	CCCCn1c(-c2ccc(-c3nc(-c4ccc(OC)cc4)no3)cc2)nc(-c2ccccc2)c1-c1ccccc1	81	91	97	99	81
4	COC(=O)/C=C1\CC[C@H]2[C@@H]3C[C@@H](F)[C@@]4(O)CC(=O)CC[C@]4(C)[C@H]3C(=O)C[C@]12C	99	111	131	103	104
5	Cc1ccc(NC(=O)NCCO)cc1	96	109	105	126	98
6	COc1ccc(C(=O)c2ccccc2C(=O)O)cc1Br	101	104	94	115	112
7	O=C(CCCCCCN1CC(=O)N2[C@@H](c3ccoc3)c3[nH]c4ccccc4c3C[C@H]2C1=O)NO	87	80	96	95	73
8	O=C(CCl)Oc1c(Cl)c(Cl)c(Cl)c(Cl)c1Cl	93	103	91	nt	111
9	CCCCCCCCNC(=O)c1ccc(Cn2c(CCCC)nc3c(N)nc4ccccc4c32)cc1	88	3.6*	68	-8.2*	-23*
10	Cc1ccc(NC(=O)N2CCOCC2)cc1NC(=O)N1CCOCC1	104	115	107	108	101

no.	NCI-H322M	RXF 393	NCI-H23	NCI-H522
1	86	75	72	48
2	64	55	66	50
3	98	109	67	73
4	112	110	106	nt
5	105	106	101	97
6	110	124	106	102
7	81	75	70	31
8	98	115	81	100
9	85	23	39	-50*
10	105	115	100	94

# The list continues.
no.	canonical_smiles	NCI-H226	NCI-H460	A498	COLO 205	HT29
11	C=C1C(=O)O[C@H]2[C@H]1CC/C(COC(=O)c1cccc3ccccc13)=C\CC[C@@]1(C)O[C@@H]21	-80*	7.5*	82	-71*	-84*
12	CC1=NC(=S)NC(c2ccccc2)/C1=C1/CC(c2ccc(Cl)cc2)N(c2ccccc2)N1 (stereo unspecified)	99	104	107	140	101
13	[2H]c1c([2H])c(C2([2H])C([2H])([2H])NC([2H])([2H])C([2H])([2H])C2([2H])[2H])c([2H])c([2H])c1-n1cc2cccc(C(N)=O)c2n1 (stereo unspecified)	98	88	73	95	76
14	N=C1/C(=C/c2cc3ccccc3n3nnnc23)C(N)=NN1c1ccccc1	93	99	nt	106	104
15	CC1(C)CC[C@]2(C(=O)O)CC[C@]3(C)C(=CCC4[C@@]5(C)C[C@@H](O)[C@@H]6OC(c7cc(F)cc(F)c7)OC[C@@]6(C)C5CC[C@]43C)C2C1 (stereo partly specified)	58	44	91	33	35
16	COc1ccc2[nH]c(O)c(/C=c3/cc4c(c(-c5ccc(F)cc5)n3)=Nc3ccccc3-4)c2c1	76	42	70	97	-30*
17	COc1cc2c(cc1OC)C1CC3(CCCCC3)ON1CC2 (stereo unspecified)	91[100 µM]	100[100 µM]	84[100 µM]	115[100 µM]	95[100 µM]
18	N#CCNC(=O)C(c1ccccc1)c1ccccc1	119	141	118	120	104
19	CN=C(NC(C)C)c1ccc(NC(=O)c2ccc(C(=O)Nc3ccc(C(=NC)NC(C)C)cc3)cc2)cc1	106	106	97	110	93
20	Cc1ccccc1NC(=O)CSc1nc2ccccc2[nH]1	90	99	77	103	106

no.	NCI-H322M	RXF 393	NCI-H23	NCI-H522
11	37	-90*	0.8*	-84*
12	99	nt	104	99
13	93	116	89	85
14	93	98	89	95
15	64	60	nt	51
16	94	82	68	68
17	95[100 µM]	106[100 µM]	99[100 µM]	nt
18	117	127	102	103
19	96	124	104	90
20	95	101	95	89

# Later entries
no.	canonical_smiles	NCI-H226	NCI-H460	A498	COLO 205	HT29
21	COc1cc(N=Cc2sc(Nc3nccs3)nc2O)cc(OC)c1OC	79	70	nt	100	109
22	NNc1nc2c(cnn2-c2ccccc2)c2nc(N)nn12	88	97	109	109	102
23	CC(=O)N(Cc1ccccc1)c1sc2c(CN(C)C)c(O)ccc2c1C#N	93	108	76	106	99
24	C#CCOc1cc(/C=N/Nc2nc(-c3ccc(OC)cc3)cs2)ccc1O	90	88	82	103	93
25	O=C(O)c1cccc(OCc2ccccc2)c1	99	102	102	107	100
26	Cc1cc(/C=N\N=C(N)N)c(C)n1-c1ccccc1	83	94	98	81	85
27	CCOC(=O)OCCSCCOC(=O)OCC	100	109	108	119	126
28	O=C(Nc1ccccc1)C1CN(CCc2ccccc2)CCS1 (stereo unspecified)	102	104	82	108	94
29	COc1cc2cc(Oc3ccc(NC(=O)Nc4ccccc4)cc3)c(C)nc2cc1OCCN1CCOCC1	73	71	80	76	89
30	O=C1N=c2cc3c(cc2=C/C1=C/c1sc(=S)n(Cc2ccco2)c1O)OCCO3	92	98	83	96	104

no.	NCI-H322M	RXF 393	NCI-H23	NCI-H522
21	74	99	nt	94
22	99	113	92	95
23	94	106	96	92
24	92	107	59	76
25	113	nt	104	89
26	92	81	93	76
27	99	106	104	98
28	85	104	91	80
29	104	74	62	73
30	94	96	98	89

# (cont.)
no.	canonical_smiles	NCI-H226	NCI-H460	A498	COLO 205	HT29
31	Oc1cccnc1I	91	106	66	103	99
32	Clc1ccc(C2=Nc3cccc4cccc(c34)N2)cc1Cl	nt	100	nt	100	101
33	Cc1nc(Nc2ccc(OCCCBr)cc2)c2c(C)nn(-c3ccccc3)c2n1	90	113	nt	108	94
34	CCc1nn2c(-c3ccc4c(c3)OCO4)c(-c3cc(OC)c(OC)c(OC)c3)nc2s1	84	92	67	86	82
35	O=C(ONC(=O)[C@@H]1CCCC[C@H]1C(=O)NOC(=O)c1ccccc1)c1ccccc1	101&96	105&110	92	123	103&106
36	CCCCC1COc2cccc3c2N1C=C/C3=C\C(=O)N(C)c1ccc(Oc2ccccc2)cc1 (stereo unspecified)	nt	102	88	95	91
37	Cc1c(Cl)cccc1NC(=O)c1sc2nc3c(cc2c1N)CCCCCC3	52	8.8*	-10.0*	-12*	-10*
38	CCOC(=O)c1cnc2ccc(Br)cc2c1Nc1cccc(NS(C)(=O)=O)c1	100	104	67	119	115
39	CC(C)NC(=O)OCc1c(COC(=O)NC(C)C)c(-c2ccc(Cl)c(Cl)c2)n2c1SCC2	-44*	13	nt	54	62
40	N=C(N)SCc1ccccc1Cl	120	109	87	110	90

no.	NCI-H322M	RXF 393	NCI-H23	NCI-H522
31	90	108	103	97
32	103	-5.7*	77	62
33	nt	98	97	76
34	93	89	95	84
35	95&98	105&96	95&101	73&79
36	91	87	77	83
37	46	12	43	-28*
38	104	82	86	99
39	51	6.6*	39	32
40	98	129	104	86

# Continued.
no.	canonical_smiles	NCI-H226	NCI-H460	A498	COLO 205	HT29
41	CCOC(=O)c1sc(/N=C2\NC(=O)/C(=C3/C(=O)N(Cc4ccccc4)c4ccccc43)S2)nc1C	96	103	118	103	97
42	N#Cc1cc2ccncc2c2ccccc12	88	89	66	89	83
43	CCOC(=O)c1cc(C(=O)c2ccc(OC)c(OC)c2)n2ccc(/C=C/c3ccncc3)cc12	97	100	97	110	101
44	COc1ccc(-c2csc3c(=O)nc4c(C#N)n[nH]n4c23)cc1OC	100	103	104	102	86
45	COc1cc(C(=O)/C=C/c2cccnc2Nc2ccc(Cl)cc2)cc(OC)c1OC	-83*	4.2*	nt	-81*	-55*
46	CCOC(=O)c1nn(CC(O)c2ccccc2)c(NC(=O)Nc2ccccc2F)c1C (stereo unspecified)	85	100	84	110	105
47	O=C1c2ccccc2C(=O)c2cc(SC(=S)N3CCOCC3)ccc21	95	106	143	116	112
48	COC1=CC(c2ccc[nH]2)=N/C1=C\c1[nH]c(C)c(C(=O)CCCCC(=O)Nc2ccccc2)c1C	44	-39*	116	67	-54*
49	COc1cc(/C=C/C(=O)N2CCN(C)CC2)c(OC)c2c1OCO2	93	102	93	103	107
50	COc1ccc(-c2cc(-c3cccnc3)nc3sc4c(Cl)nnnc4c23)cc1OC	84	102	88	42	88

no.	NCI-H322M	RXF 393	NCI-H23	NCI-H522
41	97	108	95	85
42	80	85	96	79
43	107	113	103	95
44	91	106	97	nt
45	9.7*	-86*	-17*	-58*
46	96	97	105	91
47	nt	118	94	83
48	87	-64*	34	-45*
49	98	120	96	98
50	95	104	91	47

# Next entries:
no.	canonical_smiles	NCI-H226	NCI-H460	A498	COLO 205	HT29
51	COc1cc(/C=C/c2cc[n+](C)cc2)ccc1O	90	101	86	85	91
52	CCOC(=O)c1c(C=O)nc2ccccc2c1/C=C/c1ccc(Cl)cc1	nt	100	103	119	112
53	Cn1c(=O)c2c(nc(N/N=C/c3ccccc3Cl)n2C)n(C)c1=O	107	120	170	113	94
54	CC(Sc1nc2sc3c(c2c(=O)n1-c1ccc(Cl)cc1)CCCC3)C(=O)Nc1nc(-c2cccc([N+](=O)[O-])c2)cs1 (stereo unspecified)	92	102	nt	114	100
55	COc1cc2c(c(O)c1Br)C(=O)c1c(O)cc(C[C@H](C)O)cc1[C@H]2[C@H]1c2cc(C[C@H](C)O)cc(O)c2C(=O)c2c1cc(OC)c(Br)c2O	14	0.3*	nt	-35*	11
56	C1=C2CCCCC3=Cc4ccccc4OC23Oc2ccccc21	70	67	84	91	87
57	COc1cc(/C=C/C(=O)C(C(=O)/C=C/c2ccc(OC(=O)CCNC34CC5CC(CC(C5)C3)C4)c(OC)c2)C(=O)CCNC23CC4CC(CC(C4)C2)C3)ccc1OC(=O)CCNC12CC3CC(CC(C3)C1)C2 (stereo unspecified)	31	7.9*	59	18	-72*
58	CC(=O)OCC1O[C@@H](OC(C)=O)[C@@H](NC(=O)NS(=O)(=O)c2ccc(CCNC(=O)c3ccccc3)cc2)C(OC(C)=O)[C@@H]1OC(C)=O (stereo partly specified)	91	111	90	121	103
59	Fc1cccc(CCC2CCCC2C2CC2)c1 (stereo unspecified)	98	115	111	118	103
60	COc1ccc(-c2cc(-c3cccc4ccccc34)c(C#N)c(=O)[nH]2)cc1S(N)(=O)=O	124	106	89	122	105

no.	NCI-H322M	RXF 393	NCI-H23	NCI-H522
51	90	116	94	71
52	100	99	100	79
53	116	112	94	83
54	86	101	88	87
55	17	21	6.2*	2.2*
56	111	87	98	82
57	52	-69*	32	nt
58	100	103	105	106
59	106	105	97	95
60	112	96	99	97

# Part of the list above in a different format:
45. COc1cc(C(=O)/C=C/c2cccnc2Nc2ccc(Cl)cc2)cc(OC)c1OC
46. CCOC(=O)c1nn(CC(O)c2ccccc2)c(NC(=O)Nc2ccccc2F)c1C (stereo unspecified)
47. O=C1c2ccccc2C(=O)c2cc(SC(=S)N3CCOCC3)ccc21
48. COC1=CC(c2ccc[nH]2)=N/C1=C\c1[nH]c(C)c(C(=O)CCCCC(=O)Nc2ccccc2)c1C
49. COc1cc(/C=C/C(=O)N2CCN(C)CC2)c(OC)c2c1OCO2
50. COc1ccc(-c2cc(-c3cccnc3)nc3sc4c(Cl)nnnc4c23)cc1OC
51. COc1cc(/C=C/c2cc[n+](C)cc2)ccc1O
52. CCOC(=O)c1c(C=O)nc2ccccc2c1/C=C/c1ccc(Cl)cc1
assay / compound	45	46	47	48	49	50	51	52
NCI-H226	-83*	85	95	44	93	84	90	nt
NCI-H460	4.2*	100	106	-39*	102	102	101	100
A498	nt	84	143	116	93	88	86	103
COLO 205	-81*	110	116	67	103	42	85	119
HT29	-55*	105	112	-54*	107	88	91	112
NCI-H322M	9.7*	96	nt	87	98	95	90	100
RXF 393	-86*	97	118	-64*	120	104	116	99
NCI-H23	-17*	105	94	34	96	91	94	100
NCI-H522	-58*	91	83	-45*	98	47	71	79

53. Cn1c(=O)c2c(nc(N/N=C/c3ccccc3Cl)n2C)n(C)c1=O
54. CC(Sc1nc2sc3c(c2c(=O)n1-c1ccc(Cl)cc1)CCCC3)C(=O)Nc1nc(-c2cccc([N+](=O)[O-])c2)cs1 (stereo unspecified)
55. COc1cc2c(c(O)c1Br)C(=O)c1c(O)cc(C[C@H](C)O)cc1[C@H]2[C@H]1c2cc(C[C@H](C)O)cc(O)c2C(=O)c2c1cc(OC)c(Br)c2O
56. C1=C2CCCCC3=Cc4ccccc4OC23Oc2ccccc21
57. COc1cc(/C=C/C(=O)C(C(=O)/C=C/c2ccc(OC(=O)CCNC34CC5CC(CC(C5)C3)C4)c(OC)c2)C(=O)CCNC23CC4CC(CC(C4)C2)C3)ccc1OC(=O)CCNC12CC3CC(CC(C3)C1)C2 (stereo unspecified)
58. CC(=O)OCC1O[C@@H](OC(C)=O)[C@@H](NC(=O)NS(=O)(=O)c2ccc(CCNC(=O)c3ccccc3)cc2)C(OC(C)=O)[C@@H]1OC(C)=O (stereo partly specified)
59. Fc1cccc(CCC2CCCC2C2CC2)c1 (stereo unspecified)
assay / compound	53	54	55	56	57	58	59
NCI-H226	107	92	14	70	31	91	98
NCI-H460	120	102	0.3*	67	7.9*	111	115
A498	170	nt	nt	84	59	90	111
COLO 205	113	114	-35*	91	18	121	118
HT29	94	100	11	87	-72*	103	103
NCI-H322M	116	86	17	111	52	100	106
RXF 393	112	101	21	87	-69*	103	105
NCI-H23	94	88	6.2*	98	32	105	97
NCI-H522	83	87	2.2*	82	nt	106	95

# (listing goes on)
no.	canonical_smiles	NCI-H226	NCI-H460	A498	COLO 205	HT29
61	COc1ccc(C(=O)c2c(N)c(C#N)cn2-c2ccc(Br)cc2C)cc1	100	99	nt	105	92
62	CCCCCCCC/C=C\CCCCCCCCOc1ccc(CC(=O)NCC[N+](C)(C)C)cc1	70	30	69	-69*	24
63	CCCCCc1ccc(S(=O)(=O)Nc2ccc3nc(NC(C)=O)[nH]c3c2)cc1	83	98	76	109	112
64	COc1ccc(-c2c(-c3ccc(O)cc3)c3ccccc3oc2=O)cc1	100	108	102	102	97
65	Cc1ccc(-c2csc(NC(=O)CN3CCN(c4cc(=O)[nH]c5ccc(F)cc45)CC3)n2)cc1	60	81	43	78	63
66	Cc1nn(-c2ccc(Br)cc2)c2nc(CNc3ccc(NCc4c(-c5ccccc5)no[n+]4[O-])cc3)[nH]c(=O)c12	109	107	nt	115	110

no.	NCI-H322M	RXF 393	NCI-H23	NCI-H522
61	100	114	95	97
62	86	-22*	67	51
63	92	85	86	81
64	110	116	109	63
65	78	79	88	79
66	104	117	103	91
